S100A4 inh HTS – blocks human S100A4 binding to myosin IIA peptide. P26447. 360,000 compounds, 0.14% hits. S100A4/TAMRA-MyoIIA peptide fluorescence polarization. inhibition, % at 10.7 µM;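 active = mean inhibition of at least 70% across replicates, with every replicate also reaching that level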
Target sequence (P26447 whole entry, looked up): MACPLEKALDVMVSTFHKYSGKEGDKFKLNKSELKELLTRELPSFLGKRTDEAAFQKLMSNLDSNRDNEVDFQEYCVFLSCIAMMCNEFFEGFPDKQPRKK
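Material: S100A4 monomer protein / Buffer or medium: 50 mM HEPES pH 7.2, 10 mM CaCl2, 100 mM KCl / Times: 5 min incubation before reading / Benchmarks: neutral control DMSO, positive control TFP / Reagent: labelled myosin peptide probe, 5 nM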
esBAF inh – blocks esBAF chromatin remodeling in mouse ES cells; Bmi1-luciferase knock-in reporter, 24 h; 100% = twice the neutral-well signal; reporter increase, % at 12.5 µM; 350,000 compounds, 2% hits; AID 602393; in the data active = activation above about 40%;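 also: 0% = median of the plate's neutral control wells and 100% = double that signal; a rise in the Bmi1 reporter signal indicates esBAF inhibition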
LGR2 antag – inhibitors of bursicon-induced Drosophila LGR2 receptor cAMP signaling; HEK293 LGR2, CRE-luciferase, bursicon-stimulated, 4 h; inhibition, % at 9.99 µM; 380,000 compounds, 0.35% hits;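 active = drop in luminescence signal, shown as inhibition above about 50% in the replicate tests, limit read from the data, passing the limit was not always enough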;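 also: agonist challenge used bursicon conditioned medium at about half maximal strength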
FN deposit inh – fibronectin deposition inhibition | AID 743247 | 350,000 compounds, 0.086% hits | inhibition, % at 12.6 µM | AH1F fibroblasts, Alexa488-fibronectin deposition fluorescence, overnight;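 active = mean inhibition across replicates of 30% or more, regardless of how many single replicates reach that level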;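 also: positive control wells lacked labelled fibronectin entirely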
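Material – AH1F fibroblast monolayer, labelled fibronectin deposition · Reagent – labelled fibronectin 24 nM · Timing – 1 h adhesion, overnight exposure · Measured by – fluorescence at 485 nm excitation, 525 nm emission · Read-out – inhibition of fibronectin deposition signal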
C2C12 statin – suppression of simvastatin myotoxicity | rescue of ATP level, % at 7.49 µM | C2C12 myotubes + simvastatin, ATP luminescence, 48 h; scaled: DMSO 0, geranylgeraniol control 100 | 330,000 compounds, 0.78% hits;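 active = mean ATP rescue above about 67%, or every replicate alone reaching that limit, limit read from the data, passing the limit was not always enough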;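 also: myotubes were challenged with 10 µM simvastatin during compound exposure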
SIRT5 block – inhibitors of human sirtuin-5 desuccinylase; Q9NXA8; Purified SirT5, succinyl-peptide AMC, trypsin-coupled fluorescence; inhibition, % at 15 µM; 330,000 compounds, 1.1% hits; in the data active = inhibition above about 15%
Target sequence (Q9NXA8 whole entry, looked up): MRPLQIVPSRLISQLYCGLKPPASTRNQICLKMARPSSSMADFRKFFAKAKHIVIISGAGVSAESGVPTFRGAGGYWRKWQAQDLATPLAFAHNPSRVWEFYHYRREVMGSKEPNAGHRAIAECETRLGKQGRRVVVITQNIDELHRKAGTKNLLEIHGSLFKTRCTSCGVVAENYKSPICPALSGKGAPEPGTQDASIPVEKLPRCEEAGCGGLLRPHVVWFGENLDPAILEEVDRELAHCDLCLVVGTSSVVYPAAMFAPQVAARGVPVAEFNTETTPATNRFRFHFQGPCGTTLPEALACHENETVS
Casp6 inh – inhibitors of human caspase-6 | purified caspase-6, Z-VEID-R110 cleavage fluorescence | inhibition, % at 12.5 µM | 350,000 compounds, 0.53% hits | AID 686996;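 active = mean inhibition across replicates at least about 35%, with every replicate also reaching that limit, limit read from the data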;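 also: 0% = median of neutral control wells and 100% = no fluorescence left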
Target sequence (P55212 24-179 limits assumed): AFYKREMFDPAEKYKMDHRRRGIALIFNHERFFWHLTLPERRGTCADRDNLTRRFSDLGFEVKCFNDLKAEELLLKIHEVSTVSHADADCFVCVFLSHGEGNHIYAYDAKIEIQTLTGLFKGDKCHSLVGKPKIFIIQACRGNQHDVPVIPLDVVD
Target sequence (P55212 194-293 limits assumed): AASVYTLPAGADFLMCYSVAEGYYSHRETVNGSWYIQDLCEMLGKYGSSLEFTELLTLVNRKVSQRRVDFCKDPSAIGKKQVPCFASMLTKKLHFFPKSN
The depositor's hits bear a star. This is a subset; rates above refer to the full screens.

CCOc1ncccc1C(=O)OCC(=O)Nc1ccc(Cl)cn1 was read as S100A4 inh HTS 3, esBAF inh 1, LGR2 antag 13, FN deposit inh 16, C2C12 statin 3, SIRT5 block -1 and Casp6 inh 3.
For O=C(O)c1cnn2c1NC(c1ccc(F)cc1)CC2C(F)(F)F (configuration not stated) the results were esBAF inh -7, FN deposit inh -7 and C2C12 statin 61.
For Cc1ccc(S(=O)(=O)N(C)C[C@@H]2Oc3ccc(NS(C)(=O)=O)cc3CC(=O)N([C@@H](C)CO)C[C@H]2C)cc1 the results were S100A4 inh HTS 1, esBAF inh -6, LGR2 antag -1, FN deposit inh 6, C2C12 statin -30, SIRT5 block -1 and Casp6 inh -1.
CCC(C)N(C(=O)C(F)(F)F)C(C(=O)NC1CCCCC1)c1ccncc1 (configuration not stated) was read as esBAF inh -6, FN deposit inh 1 and C2C12 statin 9.
O=C(O)c1cc(Cl)nc2ccccc12 was read as S100A4 inh HTS 0, LGR2 antag -6, FN deposit inh 13, SIRT5 block 0 and Casp6 inh -1.
Screening CCN(CC)CCNC(=O)CNC(=O)c1nn(-c2ccc(OC)cc2)c(=O)c2ccccc12 returned S100A4 inh HTS -4, esBAF inh -4, LGR2 antag 5, FN deposit inh 5, C2C12 statin -2, SIRT5 block 5 and Casp6 inh -2.
For C[C@H](CO)N1C[C@H](C)[C@H](CN(C)C(=O)Nc2ccc(F)cc2)Oc2ccc(N(C)C)cc2C1=O the results were S100A4 inh HTS 2, esBAF inh -3, LGR2 antag 13, C2C12 statin 22 and Casp6 inh 0.
For CC1CCCCN1CCCNc1ccc(C(CC(N)=O)NC(=O)Cc2ccc(Br)cc2)cc1[N+](=O)[O-] (configuration not stated) the results were S100A4 inh HTS -3, esBAF inh -4, LGR2 antag 3, FN deposit inh -5, C2C12 statin -4 and Casp6 inh -3.
Screening c1cc(-c2cc3c(o2)CCCC3OCCN2CCOCC2)cs1 (configuration not stated) returned S100A4 inh HTS -13, LGR2 antag 16, FN deposit inh -4, SIRT5 block 1 and Casp6 inh -1.
For C[C@@H]1CN([C@@H](C)CO)C(=O)Cc2cc(NC(=O)Cc3ccccc3)ccc2O[C@H]1CN(C)C(=O)Nc1ccc(C(F)(F)F)cc1 the results were S100A4 inh HTS 1, esBAF inh -6, LGR2 antag 9, C2C12 statin 2, SIRT5 block -2 and Casp6 inh -1.
`CN(C)/C=C(/C(=O)c1ccc(F)cc1)S(=O)(=O)c1ccc(F)cc1` gave S100A4 inh HTS 1, LGR2 antag -29, FN deposit inh 12, SIRT5 block -3 and Casp6 inh 1.
`CN1C(=O)c2cc(NC(=O)C3CCOCC3)ccc2OC[C@H]2O[C@@H](CC(=O)NCc3ccccc3F)CC[C@@H]21` gave S100A4 inh HTS 0, esBAF inh -1, LGR2 antag 3, FN deposit inh -11, C2C12 statin 8, SIRT5 block -1 and Casp6 inh -2.
`COc1ccc(CCc2nc(-c3cccs3)no2)cc1` gave S100A4 inh HTS 2, esBAF inh 39, LGR2 antag -56, FN deposit inh -1, C2C12 statin 10, SIRT5 block -3 and Casp6 inh 2.
For COc1cccc(NC(=O)N[C@H]2C=C[C@H](CC(=O)N3CCN(C)CC3)O[C@@H]2CO)c1 the results were S100A4 inh HTS -9, esBAF inh -1, LGR2 antag -5, C2C12 statin 14, SIRT5 block -4 and Casp6 inh 0.
For C[C@@H]1CN([C@H](C)CO)C(=O)c2cc(NS(=O)(=O)c3ccc(F)cc3)ccc2O[C@@H](C)CCCCO[C@@H]1CN(C)C(=O)NC1CCCCC1 the results were S100A4 inh HTS 120*, esBAF inh 4, LGR2 antag 5, FN deposit inh -11, SIRT5 block 9 and Casp6 inh 1.
Cc1nc2ccc(C(=O)N3c4ccccc4N=C(c4ccc5c(c4)OCO5)C3C(=O)NCc3ccccc3)cc2[nH]1 (configuration not stated) was read as S100A4 inh HTS 2, LGR2 antag -31, FN deposit inh 7 and Casp6 inh 1.
CCCCn1c(N)c(-c2nc3ccccc3o2)c2c([N+](=O)[O-])nn(C)c(=O)c21 was read as S100A4 inh HTS 1, LGR2 antag 9, FN deposit inh -13, SIRT5 block -5 and Casp6 inh 1.
For CN1CCN(C(=O)c2cnn(-c3ccccc3)c2NC(=O)c2ccccc2)CC1 the results were S100A4 inh HTS 1, FN deposit inh -6, SIRT5 block -10 and Casp6 inh 3.
NC(CSCc1ccccc1Cl)C(=O)O (configuration not stated) was read as S100A4 inh HTS -9, LGR2 antag -27, FN deposit inh -2, SIRT5 block -9 and Casp6 inh 8.
Screening Cc1cc(C)nc(NS(=O)(=O)c2ccc(NC(=O)c3cc(=O)c4ccccc4o3)cc2)n1 returned S100A4 inh HTS 0, esBAF inh -3, LGR2 antag -6, FN deposit inh -14, C2C12 statin 17, SIRT5 block 3 and Casp6 inh 2.

Some of these compounds in order of heavy-atom count, lowest first:
O=C(O)c1cc(Cl)nc2ccccc12 was read as S100A4 inh HTS 0, LGR2 antag -6, FN deposit inh 13, SIRT5 block 0 and Casp6 inh -1.
`CN(C)/C=C(/C(=O)c1ccc(F)cc1)S(=O)(=O)c1ccc(F)cc1` gave S100A4 inh HTS 1, LGR2 antag -29, FN deposit inh 12, SIRT5 block -3 and Casp6 inh 1.
Screening CCN(CC)CCNC(=O)CNC(=O)c1nn(-c2ccc(OC)cc2)c(=O)c2ccccc12 returned S100A4 inh HTS -4, esBAF inh -4, LGR2 antag 5, FN deposit inh 5, C2C12 statin -2, SIRT5 block 5 and Casp6 inh -2.

Later entries
COc1ccc(NC(=O)Nc2ccc3c(c2)CC(=O)N([C@H](C)CO)C[C@@H](C)[C@H](CN(C)Cc2ccc(Cl)c(Cl)c2)O3)cc1 was read as esBAF inh 4, LGR2 antag 2 and C2C12 statin -2.
`CCOc1ccc(NC(=O)CN(C)C(=O)c2ccc(COc3ccccc3)cc2)cc1OCC` gave S100A4 inh HTS -5, esBAF inh 15, FN deposit inh 1, C2C12 statin 8, SIRT5 block 3 and Casp6 inh -174.
`Cc1ccc(N(CC(=O)NCCSc2ccccn2)S(C)(=O)=O)cc1` gave S100A4 inh HTS -2, LGR2 antag 12, FN deposit inh 1, SIRT5 block -2 and Casp6 inh -6.
`C[C@@H]1CN([C@@H](C)CO)C(=O)c2cc(NC(=O)CCN3CCOCC3)ccc2O[C@@H]1CN(C)S(=O)(=O)c1ccccc1` gave S100A4 inh HTS -2, esBAF inh -4, LGR2 antag -1, C2C12 statin -20, SIRT5 block 8 and Casp6 inh 2.
Screening CCC(=O)N(CC(=O)Nc1sc(C)c(C)c1C(N)=O)C1CCCC1 returned S100A4 inh HTS -5, LGR2 antag 43, FN deposit inh -13, SIRT5 block 3 and Casp6 inh -1.
Screening Cc1ccc(SCc2nc(N)nc(Nc3ccccc3C)n2)cc1C returned S100A4 inh HTS -14, LGR2 antag 16, FN deposit inh 8, SIRT5 block -1 and Casp6 inh 0.
For O=C1Nc2ccccc2C(O)(C(=O)N2CCCCC2)N1c1ccccc1 (configuration not stated) the results were esBAF inh 8, LGR2 antag 5 and C2C12 statin -7.
`CN1c2ccc(-c3cccc(C#N)c3)cc2[C@@H]2[C@@H](CCN2C(=O)C2CC2)[C@H]1CO` gave S100A4 inh HTS -14, LGR2 antag -2, FN deposit inh 11, SIRT5 block -2 and Casp6 inh -2.
Cc1ncc([N+](=O)[O-])n1Cc1ccccc1 was read as S100A4 inh HTS -1, esBAF inh -2, FN deposit inh -1, C2C12 statin 15, SIRT5 block -2 and Casp6 inh -1.
For O=C(NCCN1C(=O)S/C(=C\c2ccc(F)cc2)C1=O)c1cccc(S(=O)(=O)N2CCOCC2)c1 the results were S100A4 inh HTS 6, esBAF inh 10, LGR2 antag -12, FN deposit inh 3, C2C12 statin -1, SIRT5 block -5 and Casp6 inh -4.
Screening Cc1ccc(S(=O)(=O)Nc2ccc3c(c2)CC(=O)N([C@H](C)CO)C[C@H](C)[C@@H](CN(C)Cc2ccncc2)O3)cc1 returned S100A4 inh HTS -5, esBAF inh 0, LGR2 antag 7, C2C12 statin -11, SIRT5 block -1 and Casp6 inh -1.
`CN(C(=O)c1cnc(N2CCN(c3ncccn3)CC2)c2ccccc12)c1ccc(Cl)cc1` gave esBAF inh -7, LGR2 antag 22 and C2C12 statin -10.
COc1ccc2c(c1OC)C(=O)OC2 was read as S100A4 inh HTS -1, esBAF inh -14, C2C12 statin 5, SIRT5 block 7 and Casp6 inh 1.
For COc1ccc(CCNC(=O)CN2C(=O)NC3(CCOc4ccccc43)C2=O)cc1 (configuration not stated) the results were S100A4 inh HTS 2, esBAF inh -4, LGR2 antag 7, FN deposit inh -2, C2C12 statin 0, SIRT5 block -2 and Casp6 inh 0.
`c1ccc2sc(NC3=NCN(C4CCCCCC4)CN3)nc2c1` gave S100A4 inh HTS 3, esBAF inh 4, C2C12 statin -3, SIRT5 block 1 and Casp6 inh 1.
Screening COc1ccc(C(=O)c2[nH]c(N)c(C(=O)NCCc3c[nH]c4ccccc34)c2-c2ccc(Cl)c(F)c2)cc1 returned S100A4 inh HTS 3, LGR2 antag 3, FN deposit inh -14, SIRT5 block 0 and Casp6 inh -1.
Screening COc1ccc2nc(SCc3nc(N)nc(Nc4ccccc4)n3)[nH]c2c1 returned esBAF inh 7, LGR2 antag -32 and C2C12 statin 8.
COc1ccccc1NC(=O)N1CCCCN2[C@H](C1)[C@@H](c1ccc(C#CC3CCCC3)cc1)[C@@H]2CO was read as S100A4 inh HTS 1, esBAF inh -4, LGR2 antag 6, C2C12 statin -9, SIRT5 block 16* and Casp6 inh -3.
CCCCSc1nc2c(cc1C#N)CCC2 was read as esBAF inh 18, LGR2 antag -15, FN deposit inh -1 and C2C12 statin -46.
Screening C[C@@H]1CN([C@@H](C)CO)C(=O)c2cc(NC(=O)Nc3ccc(F)cc3)ccc2O[C@@H]1CN(C)C(=O)Nc1ccc2c(c1)OCO2 returned S100A4 inh HTS -5, esBAF inh 4, LGR2 antag 22, C2C12 statin -69, SIRT5 block 5 and Casp6 inh -1.

Random excerpt: two records from the list
`COc1ccc(CCc2nc(-c3cccs3)no2)cc1` gave S100A4 inh HTS 2, esBAF inh 39, LGR2 antag -56, FN deposit inh -1, C2C12 statin 10, SIRT5 block -3 and Casp6 inh 2.
Screening Cc1ccc(SCc2nc(N)nc(Nc3ccccc3C)n2)cc1C returned S100A4 inh HTS -14, LGR2 antag 16, FN deposit inh 8, SIRT5 block -1 and Casp6 inh 0.

Next section:
Screening COc1ccc(NCc2nnc(SCCN3CCCCC3)n2-c2ccc(C)cc2)cc1 returned S100A4 inh HTS -12, esBAF inh -4, LGR2 antag -11, C2C12 statin 7, SIRT5 block -6 and Casp6 inh -11.
Screening Cc1noc(C)c1NC(=O)N(C)C[C@@H]1Oc2c(NS(=O)(=O)c3ccc(Cl)cc3)cccc2C(=O)N([C@@H](C)CO)C[C@H]1C returned S100A4 inh HTS 1, esBAF inh 2, LGR2 antag -4, FN deposit inh -1, SIRT5 block 3 and Casp6 inh -1.
`CC(C)CC(NC(=O)C(NC(=O)OC(C)(C)C)C(C)C)C(N)=O` (configuration not stated) gave S100A4 inh HTS 2, LGR2 antag -3, FN deposit inh 6, SIRT5 block -2 and Casp6 inh -2.
COCC(=O)Nc1ccc2c(c1)[C@H]1C[C@@H](CC(=O)NCc3cc(F)ccc3F)O[C@@H](CO)[C@H]1O2 was read as esBAF inh -2, LGR2 antag 6, FN deposit inh 2 and C2C12 statin -2.
For COc1ccccc1OCC(=O)NCC1CCCN(Cc2cnn(C(C)C)c2)C1 (configuration not stated) the results were S100A4 inh HTS -4, esBAF inh 0, LGR2 antag 6, C2C12 statin 7, SIRT5 block 0 and Casp6 inh -3.
C/C=C/c1ccc([C@@H]2[C@H](CO)N[C@H]2CN(CC)C(=O)CN2CCOCC2)cc1 was read as S100A4 inh HTS 1, esBAF inh 0, LGR2 antag -2, FN deposit inh -9, C2C12 statin -2 and SIRT5 block -3.

Screening data as filed in PubChem.
